# Source: PubChem BioAssay
# PKM2 act = PKM2 (human) enzyme activation | 260,000 compounds, 0.34% hits | Potency, µM (doses to about 57.5 µM), for inactives: at the top dose activation, actives largely listed as activators | purified PKM2, Kinase-Glo ATP luminescence, activation; response scale: 0% is enzyme alone, no compound; note: potency is the fitted concentration of half-maximal effect; nearly all actives have a fitted effect of over 55% in size
#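 ATP formation by purified human PK-M2, quantified via coupled luciferase luminescence after 1 h at room temperature with 0.1 mM ADP and 0.5 mM PEP final.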
# B2AR arrestin = agonists driving beta-arrestin recruitment to human beta2-adrenergic receptor | P07550 | beta-arrestin recruitment to beta2AR, cell-based reporter | Potency, µM (highest dose often 46.1 µM), inactives show at the highest dose activation, usual class: activators | 330,000 compounds, 0.02% hits | AID 492947;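 note: potency is the fitted concentration of half-maximal effect; 0% = DMSO controls and full agonism = EC100 isoproterenol or metaproterenol; nearly all actives have a fitted effect of over 65% in size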
# GALK inhibitor = inhibitors of human galactokinase. P51570. Purified GALK, Kinase-Glo residual ATP luminescence. Potency, µM (series often up to 57.5 µM), for inactives: at the top dose activity change, negative = inhibition, most hits filed as inhibitors. 270,000 compounds, 0.007% hits. AID 1868; note: potency is the fitted concentration of half-maximal effect
#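 Quantitative HTS: GALK 5 nM, ATP 35 uM, galactose 100 uM, 1 h room temperature, then luciferase-based ATP detection.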
# Coupling enz = counter-screen for Giardia aldolase inhibitors: coupling enzyme system. coupling enzyme system counterscreen, AmpLite Red fluorescence. activity change, negative = inhibition, % at 58.2 µM, hits read low. 290,000 compounds, 0.67% hits. AID 2472; in the data active = activity change below about -30%
#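 Compounds tested against the coupling enzymes alone at 57.5 uM final; readout was AmpLite Red fluorescence (525/598 nm) after 20 min at RT.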
# Chronic BCR inh = chronic active BCR signaling inhibition. ABC-DLBCL IkBa-CBG/CBR reporter, luminescence ratio, 4 h. Potency, µM (highest dose often 46.1 µM), without a hit: at the top dose ratio change, negative = lower green/red ratio, hits mostly inhibitors. 340,000 compounds, 0.05% hits; active = well fitted inhibition curve with a large enough effect in the signal ratio, with a control signal flat, not every such curve was filed as active; inconclusive = small, poorly fitted or top-dose-only effect, or effect the other way, or a change in a side signal; the % refers to the signal ratio;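 note: potency is the fitted concentration of half-maximal effect; plate controls were basal doxycycline-induced cells for no effect and cells given 10 µM MG132 for full effect; MG132 reads +100%, hits lower the ratio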
#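 Cell line TMD8 (human ABC DLBCL), stably expressing tet-inducible CBG68-IkBa fusion and CBR; IMDM/0.5% FBS; cpd up to 46 uM; dox induction, 4 h, 37C/5% CO2; dual luminescence; green/red ratio; MG132 control.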
# uPA surface inh = inhibitors of cell surface uPA generation; Potency, µM (highest dose often 38.3 µM), without a hit: at the top dose activity change, negative = inhibition, most hits filed as inhibitors; 330,000 compounds, 0.31% hits; cell surface uPA generation assay, qHTS; active = well fitted inhibition curve with a large enough effect; inconclusive = small, poorly fitted or top-dose-only effect; inactive = no such curve, though single readings can be large or run the other way; tested in mouse RAW 264.7 cells; note: potency is the fitted concentration of half-maximal effect; nearly all actives have a fitted effect of over 55% in size
# KCNH2 WT inh = KCNH2 (human, wildtype) channel inhibition | Q12809 | U2OS, BacMam KCNH2, thallium flux FluxOr; hits give low values | activity change, % at 1.84 µM | 340,000 compounds, 0.37% hits;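 active = maximum activity change below -70%; inconclusive = maximum activity change between -70% and -50%; inactive = maximum activity change above -50%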
# Target sequence (Q12809 whole entry, looked up): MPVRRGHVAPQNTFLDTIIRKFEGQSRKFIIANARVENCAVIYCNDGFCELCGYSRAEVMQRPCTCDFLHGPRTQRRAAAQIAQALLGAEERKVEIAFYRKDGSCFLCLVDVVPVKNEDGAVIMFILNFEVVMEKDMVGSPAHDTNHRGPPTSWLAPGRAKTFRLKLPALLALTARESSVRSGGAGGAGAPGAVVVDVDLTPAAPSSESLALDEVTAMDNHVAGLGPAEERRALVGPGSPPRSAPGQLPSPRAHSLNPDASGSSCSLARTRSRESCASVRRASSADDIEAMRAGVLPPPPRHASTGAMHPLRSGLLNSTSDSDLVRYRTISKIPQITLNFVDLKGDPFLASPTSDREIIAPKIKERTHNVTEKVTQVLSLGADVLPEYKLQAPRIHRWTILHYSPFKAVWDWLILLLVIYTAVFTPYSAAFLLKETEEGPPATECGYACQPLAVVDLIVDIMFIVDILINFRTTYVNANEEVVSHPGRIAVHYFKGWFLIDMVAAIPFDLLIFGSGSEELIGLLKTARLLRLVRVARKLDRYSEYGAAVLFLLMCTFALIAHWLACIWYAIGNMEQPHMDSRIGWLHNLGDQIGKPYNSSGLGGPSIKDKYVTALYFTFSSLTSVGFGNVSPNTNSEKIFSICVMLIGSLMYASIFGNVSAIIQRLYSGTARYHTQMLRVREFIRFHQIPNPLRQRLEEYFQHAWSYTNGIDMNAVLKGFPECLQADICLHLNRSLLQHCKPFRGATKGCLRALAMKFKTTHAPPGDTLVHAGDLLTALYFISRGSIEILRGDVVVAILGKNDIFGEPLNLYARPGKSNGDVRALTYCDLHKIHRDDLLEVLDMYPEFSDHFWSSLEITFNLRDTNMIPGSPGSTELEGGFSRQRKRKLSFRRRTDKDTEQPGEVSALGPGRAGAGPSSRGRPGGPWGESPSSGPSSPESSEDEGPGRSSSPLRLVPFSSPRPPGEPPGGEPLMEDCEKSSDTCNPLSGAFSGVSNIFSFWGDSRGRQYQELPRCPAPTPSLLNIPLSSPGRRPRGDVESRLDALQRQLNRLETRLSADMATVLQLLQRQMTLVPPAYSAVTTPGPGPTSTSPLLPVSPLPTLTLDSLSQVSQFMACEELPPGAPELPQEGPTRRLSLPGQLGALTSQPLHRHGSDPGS
#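 U2OS cells were transduced with wild-type KCNH2 virus (2.03 x 10^8 / mL) for 4 h at room temperature, then cultured overnight at 37 C. Thallium flux was read with FluxOr dye. Rate constants were normalized to DMSO controls.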
# USP2a inh = blocks human ubiquitin-specific protease USP2a. O75604. USP2 core, Ub-CHOP2 coupled fluorogenic reporter, 485/531. Potency, µM (top dose mostly 38.3 µM), inactives show top-dose activity change, negative = inhibition, most hits filed as inhibitors. 330,000 compounds, 0.01% hits. AID 463254;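 note: potency is the fitted concentration of half-maximal effect; plate controls were DMSO wells for no effect and full inhibition by NEM control for full effect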
#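 USP2 core (10nM final) preincubated 30min RT with compound in 20mM Tris-HCl pH 8.0, 2mM CaCl2, 2mM beta-mercaptoethanol, 0.05% CHAPS; 25nM Ub-CHOP2 plus 25nM reporter substrate added, fluorescence (Ex485/Em531) read after 60min.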
# Eya2 phos inh = blocks the phosphatase activity of human Eya2. O00167. recombinant Eya2, OMFP fluorescence dephosphorylation (OMFP is methylfluorescein phosphate). Potency, µM (highest dose often 76.9 µM), inactives show at the top dose activity, negative = inhibition, usual class: inhibitors. 330,000 compounds, 0.006% hits. AID 488837; note: potency is the fitted concentration of half-maximal effect
#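 Eya2 protein (added as 0.2 uM solution) was preincubated with compound for 10 min at ambient temperature in 50 mM HEPES pH 7.5, 50 mM NaCl, 5 uM MgCl2, 0.05% BSA, 1 mM DTT. OMFP (added at 50 uM) then reacted 10 min; fluorescence read at 485/525 nm.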
# Giardia killer = Giardia lamblia killing | Giardia lamblia trophozoite viability | activity change, % at 7.66 µM, hits read low | 340,000 compounds, 0.15% hits | AID 540267; in the data active = activity change below about -80%; inconclusive = between about -30% and that limit;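 note: parasites exposed to compound for two days anaerobically before the ATP read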
#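 Media and compound were dispensed first, then trophozoites at 100 cells/well; plates sat 48 hrs at 37 deg C without oxygen before ATP luminescence reagent was added and read after 15-30 min at room temperature.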
# KCNH2 3.1 inh = blocks the human KCNH2 3.1 channel isoform. 340,000 compounds, 0.95% hits. activity change, % (tested at about 1.8 µM). U2OS KCNH2 3.1, thallium flux FluxOr; hits give low values;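 active = maximum activity change below -70%; inconclusive = maximum activity change from -70% to -50%; inactive = maximum activity change above -50%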;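 note: thallium influx rate constant from kinetic fluorescence after stimulation buffer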
#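 We transduce U2OS cells with the mutant 3.1 virus, culture them overnight, load FluxOr with Red40 quencher for 45 min, then add stimulation buffer and read kinetically for 2 min to derive a normalized rate constant.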
# * = called active by the depositor; ? = inconclusive; nt = no result given; & = joins results of further samples; ! = not active in a repeat; [ ] = another dose, or the depositor's remark. Unless noted, calls come from the whole dose curve; as a rule, active = well fitted curve in the direction sought with a large enough effect; inconclusive = small, poorly fitted or top-dose-only effect, or another doubt; inactive = no such curve, though single readings can be large; an effect the other way counts as inactive or inconclusive. Unless noted, % is set by controls: 0 for no effect and ±100 for the full control effect. These rows are one share of the data. The share of hits here may be higher or lower than overall.
# The opening 9 entries, ahead of the listing:
SMILES,PKM2 act,B2AR arrestin,GALK inhibitor,Coupling enz,Chronic BCR inh,uPA surface inh,KCNH2 WT inh,USP2a inh,Eya2 phos inh,Giardia killer,KCNH2 3.1 inh
CC12CCC3C(CC=C4CC5(CCC43C)OCCO5)C1CCC2=O (centres undefined),-7%,-0.3%,5%,5,0%,2%,-6,1%,-3%,10,-12
C[C@]12CC[C@H](O)CC1=CC(=O)C1C2CC[C@]2(C)C(=O)[C@H](O)CC12 (some centres undefined),nt,?,nt,nt,3%,2%,1,0%,-6%,5,-9
CCC(=O)OC1(c2cccc(C)c2)CC(C)N(C)CC1C (centres undefined),0%,-0.1%,0%,0,0%,-3%,11,0%,2%,5,4
Nc1cncc(C(=O)O)c1,-14%&0%,0.0%&0.2%,2%&5%,-31*!,0%&2%,6%&4%,-24&5,3%&3%,?,-3&-12,14&-2
O=C(c1ccc(Cl)cc1)C1CCCN(Cc2cccc3cnccc23)C1 (centres undefined),-1%,-0.6%,5%,1,2%,-24%,5,1%,2%,10,-25
Cc1ccsc1C(=O)C1CCCN(Cc2cnc(N3CCOCC3)s2)C1 (centres undefined),4%,-1.1%,1%,-5,0%,-5%,-3,3%,2%,2,-16
c1ccc2sc(C3CCNCC3)nc2c1,nt,0.5%,-2%,0,2%,3%,25,0%,11%,-27,-1
CCn1c(O)c(C=Nc2ccc(N3CCOCC3)cc2)c(=O)n(CC)c1=S,-6%,0.3%,1%,0,-1%,0%,-6,1%,?,6,-12
COC(=O)C1=C(c2ccc(C(C)=O)cc2)C[C@@H]2CC[C@H]1N2C(=O)N1CCCCC1,nt,0.3%,nt,nt,2%,8%,13,-1%,-16%,-12,-5

# Main list, previewed entries included:
SMILES,PKM2 act,B2AR arrestin,GALK inhibitor,Coupling enz,Chronic BCR inh,uPA surface inh,KCNH2 WT inh,USP2a inh,Eya2 phos inh,Giardia killer,KCNH2 3.1 inh
CC12CCC3C(CC=C4CC5(CCC43C)OCCO5)C1CCC2=O (centres undefined),-7%,-0.3%,5%,5,0%,2%,-6,1%,-3%,10,-12
C[C@]12CC[C@H](O)CC1=CC(=O)C1C2CC[C@]2(C)C(=O)[C@H](O)CC12 (some centres undefined),nt,?,nt,nt,3%,2%,1,0%,-6%,5,-9
CCC(=O)OC1(c2cccc(C)c2)CC(C)N(C)CC1C (centres undefined),0%,-0.1%,0%,0,0%,-3%,11,0%,2%,5,4
Nc1cncc(C(=O)O)c1,-14%&0%,0.0%&0.2%,2%&5%,-31*!,0%&2%,6%&4%,-24&5,3%&3%,?,-3&-12,14&-2
O=C(c1ccc(Cl)cc1)C1CCCN(Cc2cccc3cnccc23)C1 (centres undefined),-1%,-0.6%,5%,1,2%,-24%,5,1%,2%,10,-25
Cc1ccsc1C(=O)C1CCCN(Cc2cnc(N3CCOCC3)s2)C1 (centres undefined),4%,-1.1%,1%,-5,0%,-5%,-3,3%,2%,2,-16
c1ccc2sc(C3CCNCC3)nc2c1,nt,0.5%,-2%,0,2%,3%,25,0%,11%,-27,-1
CCn1c(O)c(C=Nc2ccc(N3CCOCC3)cc2)c(=O)n(CC)c1=S,-6%,0.3%,1%,0,-1%,0%,-6,1%,?,6,-12
COC(=O)C1=C(c2ccc(C(C)=O)cc2)C[C@@H]2CC[C@H]1N2C(=O)N1CCCCC1,nt,0.3%,nt,nt,2%,8%,13,-1%,-16%,-12,-5
C/C(=N\N(C)c1ccccc1)c1c(O)[nH]c(=O)[nH]c1=O,-2%,0.3%,-1%,0,1%,-1%,11,12%,1%,13,-1
COC(=O)C1=C(c2ccccc2OCc2ccccc2)C[C@@H]2CC[C@H]1N2C(=O)NC1CCN(Cc2ccccc2)CC1,nt,3.3%,nt,nt,?,?,3,-3%,-11%,32[activator],4
COc1cc(/C=C/C(=O)c2c(O)n(CCc3ccccc3)c(=O)[nH]c2=O)ccc1O,-18%,-0.2%,-1%,9,?,-10%,1,4%,-16%,-20,7
Cc1ccc2c(c1)N(N=O)CCC2,-12%,-1.7%,4%,0,3%,2%,35,1%,1%,-11,23
COc1ccc(C2NCc3ccccc3-n3cccc32)cc1 (centres undefined),-13%,0.3%,-1%,2,2%,-16%,28,-4%,-1%,6,-23
COCCN=C1NN=C(c2ccc(NC(C)=O)cc2)CS1,10%,0.1%,0%,0,?,3%,2,1%,10%,9,-8
COc1ccc(CCNCc2sccc2C)cc1,4%,-1.0%,nt,0,-30%,-5%,6,3%,6%,-1,-19
O=C(C1CC(c2ccc(Cl)c(Cl)c2)=NO1)N1CCC2(CC1)OCCO2 (centres undefined),-25%,-0.6%,0%,0,-3%,-4%,-1,0%,-10%,-1,-4
Nc1c(C(=O)OC2CCCCC2)c2nc3ccccc3nc2n1CC1CCCO1 (centres undefined),2%,-0.5%,-1%,-5,3%,1%,4,1%,-5%,0,26
NC(=O)Cn1cc(C=C2C(=O)NC(=O)NC2=O)c2ccccc21,nt,0.4%,nt,1,0%,4%,-1,1%,13%,-3,18
c1ccc(P(c2ccccn2)c2ccccn2)cc1,1%,0.3%,7%,2,0%,17%,-14,0%,2%,2,-2
O=C(c1cccn2c(=O)c3cc(Cl)ccc3nc12)N1CCC2(CC1)OCCO2,-9%,2.3%,-1%,1,1%,nt,14,2%,-3%,7,13
COc1ccc(NC(=O)c2c(C)nn(Cc3ccccc3Cl)c2Cl)cc1Cl,-10%,-1.0%,-2%,3,?,-9%,-7,?,-2%,-6,-20
COC(=O)C(O)(c1ccc(NC(=O)c2cccs2)c(C)c1)C(F)(F)F (centres undefined),6%,0.0%,-2%,1,-1%,19%,-18,3%,5%,4,0
Cc1cccc(NC2=NCCCS2)c1C,0%,-0.2%,0%,0,-1%,2%,4,0%,-11%,2,1
CC1=CC(=C2C(=O)NC(=S)NC2=O)C=C(C(F)(F)F)N1CCc1ccccc1,0%,0.0%,-1%,5,0%,nt,nt,1%,-6%,nt,nt

# Remaining list, next part:
SMILES,PKM2 act,B2AR arrestin,GALK inhibitor,Coupling enz,Chronic BCR inh,uPA surface inh,KCNH2 WT inh,USP2a inh,Eya2 phos inh,Giardia killer,KCNH2 3.1 inh
CCOC(=O)C1=C(NC(=S)NC(=O)c2ccccc2)c2ccccc2CC12CCCC2,5%,-1.2%,2%,-2,?,-5%,-13,-1%,0%,-16,-32
CCCCn1c(=O)c(C(=O)NCCc2ccccc2)c(O)c2ccccc21,-1%,-0.4%,-2%,1,2%,2%,4,1%,-6%,4,7
C(=N\Nc1ccc2ccccc2n1)/c1ccc2c(c1)OCCO2,-14%,0.0%,3%,-7,?,2.2µM*,-14,-2%,15%,-28,-3
CCc1cc(=O)oc2c(C)c(OCC(=O)N3C[C@H]4C[C@@H](C3)c3cccc(=O)n3C4)ccc12,-1%,-0.5%,nt,2,1%,4%,-2,-1%,3%,13,4
Fc1ccccc1CN1CCN(c2ccc(Cl)cc2)CC1,nt,-0.5%,2%,0,3%,4%,-6,-2%,9%,-7,-20
O=C(c1cc2ccccn2n1)N1CCC2(CC1)OCCO2,0%,-0.2%,0%,3,2%,nt,40,3%,-30%,12,11
Cc1[nH]c2ccccc2c1CCNCc1cccnc1,nt,0.6%,0%,1,-8%,-1%,4,3%,0%,-3,-16
C#CC[N+]1(C)C2CCC1CC(O)C2 (centres undefined),-1%,0.0%,-3%,2,4%,-13%,-5,9%,10%,-16,5
O=C1/C(=C/c2ccccc2Cl)N2CCC1CC2,17%,-0.9%,7%,1,4%,-3%,2,2%,-4%,5,2
O=c1c2ccccc2nc(CSc2ncnc3nc[nH]c23)n1-c1ccccc1,-6%,-0.4%,-3%,3,-15%,-16%,4,3%,4%,-7,0
CN1CC(C(=O)c2ccccc2)C(c2ccccc2)C1 (centres undefined),nt,0.0%,2%,1,-4%,-11%,-4,4%,3%,3,4
CC(C(N)=O)N1CC(c2ccccc2)CC1=O (centres undefined),10%,0.4%,3%,3,2%,4%,16,0%,12%,8,3
CCc1nc2ccccc2c(=O)n1-c1ccc2ccccc2c1,7%,0.2%,2%,1,-10%,-7%,0,3%,-2%,-2,8
COc1ccc(N/N=C/c2c(O)n(-c3ccc(C)c(C)c3)c(=O)[nH]c2=O)cc1,13%,-0.6%,1%,1,1%,0%,-1,6%,-6%,18,20
COC(=O)c1c(C)[nH]c(C(=O)C(Cc2ccccc2)N(C)C)c1C (centres undefined),-3%,0.4%,1%,8,?,-2%,-3,-2%,11%,4,2
CNCCCc1ccccc1,-5%,-0.5%,3%,5,1%,2%,-9,4%,5%,9,9
O=C(Cc1ccccc1)OCCN1CCOCC1,-6%,-0.6%,-2%,0,5%,4%,3,2%,-2%,-22,9
